Assay outcomes: PubChem BioAssay, NCI
Growth percent in the NCI-60 one-dose screen (48 h, 10 µM unless noted): 100 = growth as untreated, 0 = no growth, -100 = all killed.
HL-60(TB) – HL-60(TB) leukemia cells. hit rate 9% among 78,000. AID 1794776; active means growth percent below 10
* hit, by the source's call; & = joins results of further samples.

SMILES | HL-60(TB)
NC(=O)n1[nH]c(N)c(N=Nc2ccc(S(=O)(=O)N=C(N)N)cc2)c1=O | 102
COC(=O)C1=Nc2ccc(F)cc2/C1=C\c1sc(=O)[nH]c1O | 58
COC(=O)c1ccccc1OC(C)=O | 87
Cn1cc(-c2csc(-c3cn(CCNC(=O)OC(C)(C)C)c4ccc(F)cc34)n2)c2cccnc21 | 43
N#CCC(C#N)N1CCCCC1 (configuration not stated) | 86
CCOC(=O)/C(C)=N\NC(C)=O | 98
Cc1c2c(cc[n+]1Cc1ccccc1)c1ccc(OCC3CCCCC3)cc1n2CC1CCCCC1 | -53*
O=C(NNC(=S)Nc1cccc(C(F)(F)F)c1)c1ccncc1 | 92
NC(=S)NN=C1CCC2(CCCCC2)CC1 | 116
O=C(Nc1nc2c(F)cc(F)cc2s1)C(Cl)(Cl)Cl | 106
CCOc1ccc(/C=C\C(=O)O)cc1 | 83
C=C1CCC2C3(C)COC(c4ccccc4)OC3CCC2(C)C1C/C=C1/C(=O)OCC1OC(C)=O (configuration not stated) | 56
COc1ccc(CCc2nc3cc(-c4c(C)noc4C)ccc3n2CCN2CCOCC2)cc1 | 6.0*
NS(=O)(=O)c1ccc(NNCCC(=O)c2ccccc2)cc1 | 95
Cc1cc(C)c2c(Cn3cc(CSc4nc5cc(Cl)ccc5o4)nn3)cc(=O)oc2c1 | 113
O=C(/C=C/c1ccc(F)cc1)c1ccc(Nc2nc(N3CCCCC3)nc(N3CCCCC3)n2)cc1 | 100
Clc1ccc(C2SC=Cc3ccccc32)cc1 (configuration not stated) | 101
Cc1ccc(=O)n(-c2ccc(C3=NCCN3)cc2)c1 | 85
CCC(CC)(C(=O)O)C(=O)O | 119
O=C(Cn1cc(COn2nnc3ccccc32)nn1)Nc1ccc([N+](=O)[O-])cn1 | 101
C#CC(OC(=O)N(C)C)(c1ccccc1)c1ccc(F)cc1 (configuration not stated) | 127
O=C(Cl)CN1C(=O)c2ccccc2C1=O | 97
Oc1ccc(/C=N/c2n[nH]c(-c3ccc(Cl)cc3)n2)c(O)c1O | 93
Cc1cc(C)n(C(=O)c2sc(=S)n(-c3ccccc3)c2N=[N+]=[N-])n1 | 97
C/C=C(\C)C(=O)NC1=CC[C@@]2(C)C(=CCC3C2CC[C@@]2(C)C3CC[C@@H]2C(C)N(C)C)C1=O (some centres not stated) | 8.5*

(next part)
SMILES | HL-60(TB)
COc1ccc(-c2c3ccccc3c(OC(C)=O)c3cc(OC)ccc23)cc1 | 69
CC1=Nc2nc(=N)nc3cccc(n23)N1 | 104
O=C(CSc1nc2sc3c(c2c(=O)n1-c1ccc(Cl)cc1)CCCC3)Nc1nc(-c2cccc([N+](=O)[O-])c2)cs1 | 102
COC(=O)C(C)NC(=O)Cc1ccccc1 (configuration not stated) | 92
Cc1ccc(-c2cc(-c3ccccc3)n3nc(-c4ccc(Cl)cc4)cc3n2)cc1 | 100
O=C1CC(c2ccc(Cl)cc2)c2snc(-c3cccc(F)c3)c2N1 (configuration not stated) | 81
COc1cccc(/C=N/NC(N)=S)c1 | 72
COc1cc(/C=C\c2cccc[n+]2C)ccc1O | 98
N#C/C(C(=O)Nc1ccc(S(N)(=O)=O)cc1)=C1\C(=O)Nc2ccc([N+](=O)[O-])cc21 | 119
CC1=C(C(=O)OCc2ccccc2)C(c2ccc3c(c2)OCO3)NC(=O)N1 (configuration not stated) | 97
N=C(N)c1ccc(-c2ccc(-c3ccc(Cl)cn3)s2)cc1 | -46*
CC(C)CCSC(=N)N | 100
Cn1c(=O)c(-c2ccc(Cl)cc2)cc2cnc(Nc3cccc(S(C)(=O)=O)c3)nc21 | 52
CN1CCN(Cc2ccc(NC(=O)c3cncc(C#Cc4cnc5ccc(OCCCS(C)(=O)=O)nn45)c3)cc2C(F)(F)F)CC1 | -6.3*
CC1(C)SC(N)=NC1=O | 79
CCOC(=O)c1c(NC(=S)Nc2ccc([N+](=O)[O-])cc2)sc2c1CCCCC2 | 70
Cc1ccc(/C=C/C2=NN(C(N)=O)C(c3ccc(C)s3)C2)s1 (configuration not stated) | 97
O=C(NN1C(=O)c2ccccc2C1=O)c1ccc(NC(=O)c2ccccn2)cc1 | 26
COc1ccc2c(c1)/C(=C\c1sc(Nc3ccc(O)cc3)nc1O)C(C(=O)O)=N2 | 97
COC(=O)c1ccc(C=O)cc1 | 98
COc1ccc(CCNC(=S)/N=C\C2=C(O)c3ccccc3C2=O)cc1OC | 103
CCOC(=O)C1(C(=O)OCC)NC(=O)CC1C (configuration not stated) | 92
O=C(CN1C(=O)CCC1=O)Nc1ncc(Cc2ccccc2Cl)s1 | 101
C=CCCCCCCCCC(=O)O | 80&125&105
O=C1/C(=C\c2ccc(Cl)cc2)Sc2c(F)cccc21 | 91

Seven successive entries already listed, for reference:
SMILES | HL-60(TB)
COc1ccc(-c2c3ccccc3c(OC(C)=O)c3cc(OC)ccc23)cc1 | 69
CC1=Nc2nc(=N)nc3cccc(n23)N1 | 104
O=C(CSc1nc2sc3c(c2c(=O)n1-c1ccc(Cl)cc1)CCCC3)Nc1nc(-c2cccc([N+](=O)[O-])c2)cs1 | 102
COC(=O)C(C)NC(=O)Cc1ccccc1 (configuration not stated) | 92
Cc1ccc(-c2cc(-c3ccccc3)n3nc(-c4ccc(Cl)cc4)cc3n2)cc1 | 100
O=C1CC(c2ccc(Cl)cc2)c2snc(-c3cccc(F)c3)c2N1 (configuration not stated) | 81
COc1cccc(/C=N/NC(N)=S)c1 | 72

Later entries
SMILES | HL-60(TB)
CCN(CC)c1ccc(/C=C/C2=[N+](C)c3ccccc3C2(C)C)c(C)c1 | -35*
O=[N+]([O-])c1ccc(S(=O)(=O)N2CCN(c3ccnc4cc(Cl)ccc34)CC2)c([N+](=O)[O-])c1 | 76
O=C(Cc1c[nH]c2ccccc12)N=Nc1c(O)[nH]c2ccc(Br)cc12 | 96
CC[C@@H](C(=O)[C@@H](C)[C@@H](O)[C@H](C)[C@@H]1O[C@@H]([C@@H](CC)C(=O)NCCc2ccc(F)cc2)CC[C@@H]1C)C1O[C@]2(C=CC(=O)[C@]3(CC[C@@](C)([C@H]4CC[C@](O)(CC)[C@H](C)O4)O3)O2)[C@H](C)C[C@@H]1C (some centres not stated) | 6.9*
N#CN | 100
CN1C(=C2C(=O)OC(C)(C)OC2=O)CCC1C(=O)NCc1ccc(Cl)cc1Cl (configuration not stated) | 84
Cc1ccc(S(=O)(=O)NCCCSCCSCCCN)cc1 | 108
COc1ccc(CNc2nc3ccccc3c3c(=O)c4ccccc4sc23)cc1OC | 99
O=c1[nH]c(=O)n(C2CC(O)C(CO)O2)cc1NCc1ccccc1 (configuration not stated) | 76
CC1(C)CC[C@]2(C(=O)N[C@@H](Cc3ccccc3)C(=O)O)CC[C@]3(C)C(=CC[C@@H]4[C@@]5(C)Cc6c([nH]c7ccccc67)C(C)(C)[C@@H]5CC[C@]43C)[C@@H]2C1 | 81
O=Cc1ccc(OCc2cn(CC(=O)Nc3nc4ccccc4s3)nn2)cc1 | 99
OC(c1cccc(C(F)(F)F)c1)c1cnc(C(F)(F)F)cc1NC1CCCCCC1 (configuration not stated) | 104
Cc1cc(C)n(-c2nc(-c3cccs3)c(C#N)c(=O)[nH]2)n1 | 94
C[C@H]1[C@H](C)CC[C@]2(C(N)=O)CC[C@]3(C)C(=CC[C@@H]4[C@@]5(C)Cc6c([nH]c7ccccc67)C(C)(C)[C@@H]5CC[C@]43C)[C@H]12 | 65
CC/C=C\C[C@H](O)C/C=C1/C(=O)C=C[C@@H]1C/C=C\CCCC(=O)NC(C)C | -28*
COc1ccc(/C=N/NC(=O)Cn2nc(-c3ccccc3)ccc2=O)cc1OC | 98
CCOC(=O)[C@@H](F)[C@H](Br)C(=O)OCC | 91
CC(C)=C[C@@H]1CC2Cc3c(C)cc(C)cc3N1O2 (some centres not stated) | 96
CCN(CC)c1ccc(N)cc1Cl | 42
Cc1sccc1Br | 119
O=C1C2C(c3ccccc3)=C(c3ccccc3)C1[C@@]1(c3ccccc3)C(c3ccccc3)=CC(=O)[C@@H]21 (some centres not stated) | 26
O=P(c1ccccc1)(c1ccccc1)C(O)c1ccc(F)cc1 (configuration not stated) | 100
Oc1cccc(-c2nn(-c3ccccc3)cc2-c2ccnc(N3CCOCC3)c2)c1 | 92
NC(=S)N1N=C(c2ccc(Cl)cc2)CC1c1ccc2c(c1)OCO2 (configuration not stated) | 106
CC(C)C1CCC(C(=O)N[C@@H](Cc2ccccc2)C(=O)O)CC1 (some centres not stated) | 130

Two entries picked at random from those above, as already listed:
SMILES | HL-60(TB)
OC(c1cccc(C(F)(F)F)c1)c1cnc(C(F)(F)F)cc1NC1CCCCCC1 (configuration not stated) | 104
CC/C=C\C[C@H](O)C/C=C1/C(=O)C=C[C@@H]1C/C=C\CCCC(=O)NC(C)C | -28*

(list continues)
SMILES | HL-60(TB)
COc1ccc(/C(=N\NC(N)=S)c2ccccc2)cc1OC | 95
N[C@@H](CC/[N+]([O-])=N/O)C(=O)O | 110
CC(=O)OC1CC(C)CCC1C(C)C (configuration not stated) | 92
Nc1ccc(O)c(N)c1 | 124
O=C(O)c1cn(C2CC2)c2cc(N3CCN(C(=O)CN4C(=O)S/C(=C\c5ccco5)C4=O)CC3)c(F)cc2c1=O | 124
CC(C)Sc1nc(NC2CC2)c(C#N)c(-c2ccccc2)n1 | 98&112
CC1(C)CCC(C)(C)NC(=S)N1 | 89
COc1cccc2cc(C(=O)OCC(=O)Nc3nc(-c4ccccc4)cs3)c(=O)oc12 | 82
COc1cc(-c2nc(C(=O)NCCC(=O)NO)nn2-c2ccc(Cl)cc2)cc(OC)c1OC | 99
C=C1CCC2C3(C)COC(c4cccs4)OC3CCC2(C)C1C/C=C1/C(=O)CCC1OC(C)=O (configuration not stated) | 98
Cc1cccc(N2CCN(c3ncnc4sc5c(c34)CCNC5)CC2)c1 | 98
CCCCCCCCCCCCCCCCCC(=O)OCC | 106
Cn1c(SCC(=O)NNc2ncnc3ccccc23)nc(-c2ccc(O)cc2)c(C#N)c1=O | 88
COC(=O)c1ccccc1NC1=C(Cl)C(=O)c2nc(C)ccc2C1=O | 75
CCCOC(=O)COc1ccccc1 | 114
O=C1CN(CCO)C(=O)C2CC(O)Cc3cc(Cl)ccc3C12 (configuration not stated) | 100
CCc1nc2cc(/C=C/C(=O)NO)ccc2c(=O)n1CCc1ccc(OC)cc1 | 0.9*
COCCOCCOCCOc1ccc(-n2cc(CCCN(CCNc3ccnc4cc(Cl)ccc34)C(=O)CCC(=O)O[C@@H]3O[C@@H]4OC5(C)CC[C@H]6[C@H](C)CC[C@@H]([C@H]3C)[C@@]46OO5)nn2)cc1 | -27*
CCOC(=O)C1(c2cccs2)C(=O)C2=C(CCCC2)N1c1ccccc1 (configuration not stated) | 87
Cc1ccc(-c2nn(CC(=O)N3CCCCC3)c(N)c2C#N)cc1 | 103
Cc1c(N2C(=O)CS/C2=N\N=C2/SCC(=O)N2N)c(=O)n(-c2ccccc2)n1C | 67
CCC(=O)Oc1ccc(C(OC(C)=O)OC(C)=O)cc1 | 85
COc1cc2c(cc1OC(C)=O)CCCCC2=O | 100
CC1(C)CC(=O)C2=C(C1)N(c1ccc(F)cc1F)C(N)=C(C#N)C2c1ccccc1Br (configuration not stated) | 85
CC1N(NC(=O)Nc2ccc(F)cc2)C(=O)c2ccccc2N1C (configuration not stated) | 100

(more compounds)
SMILES | HL-60(TB)
CC(=O)CC1CCCC(CC(C)=O)N1C (configuration not stated) | 119
CC(=O)N1N=C(c2ccc(Cl)cc2)CC1c1cn(Cc2ccc(Cl)cc2)c2ccccc12 (configuration not stated) | 85
CC(=O)c1ccc(Nc2nc(SCC(C)C)nc(-c3ccc(F)cc3)c2C#N)cc1 | 103
COc1ccc2cc(-c3ccnc4[nH]c(=S)[nH]c(=O)c34)ccc2c1 | 98
CN(C)c1ccc(/C=N/NC(=O)CSc2nc3sc4c(c3c(=O)n2-c2ccccc2)CCCCC4)cc1 | 87
Nc1cccc(-c2nc3sccn3c2-c2ccnc(NCCCNS(=O)(=O)c3cccc4ccccc34)n2)c1 | 7.0*
COC(=O)[C@@H](NC(=O)c1nn(Cc2ccc(F)cc2)c2ccccc12)C(C)(C)C | 100
CCC(CC)NC(C)CO (configuration not stated) | 100
CC(C)(C)c1cc(/C=C2\S/C(=N/c3ncn[nH]3)NC2=O)cc(C(C)(C)C)c1O | 6.8*
COc1ccc(/C=C/c2nc(Nc3ccc(O)cc3)c3ccccc3n2)cc1 | 10
CC(=O)[C@H]1CC[C@H]2[C@@H]3CC[C@H]4C[C@H](N)CC[C@]4(C)[C@H]3CC[C@]12C | 63
O=C1NC(=NC(=O)c2ccccc2)S/C1=C/c1ccccc1O | 97
CC(C)(C)c1ccc(Cn2c(-c3nonc3N)nc3ccccc32)cc1 | 51
COc1ccccc1NC(=S)N/C=C(\C#N)S(=O)(=O)c1ccc(C)cc1 | 102
Cc1cc(-c2cn(Cc3ccc4c(Cl)cc(Cl)c(O)c4n3)nn2)ccc1F | 101
Cc1c(/C=C2\Cc3ccc(Cl)cc3C2=O)c(=O)n(-c2ccccc2)n1C | 102
CCCN(CCNc1cc(OC)cc2cccnc12)C(C)C | 97
CC(Oc1ccc(C(=O)NS(=O)(=O)C(C)(C)C)cc1C(F)(F)F)c1ccc(Oc2ccccc2)cc1 (configuration not stated) | 97

An excerpt of these results, as comma-separated lines:
mol,HL-60(TB)
O=C1NC(=NC(=O)c2ccccc2)S/C1=C/c1ccccc1O,97
CCC(CC)NC(C)CO (configuration not stated),100
COc1ccc2cc(-c3ccnc4[nH]c(=S)[nH]c(=O)c34)ccc2c1,98
Nc1cccc(-c2nc3sccn3c2-c2ccnc(NCCCNS(=O)(=O)c3cccc4ccccc34)n2)c1,7.0*

Not all compounds are listed; rates above refer to the full screens.
